Screens as filed in PubChem.
USP2a inh = blocks human ubiquitin-specific protease USP2a. USP2a enzymatic assay, qHTS inhibition. Potency, µM (top dose mostly 38.3 µM), inactives show at the highest dose activity change, negative = inhibition, most hits filed as inhibitors. 60,000 tested, 0.1% active. AID 927;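 further: potency means the concentration at half of the fitted maximal effect; nearly all actives have a fitted effect of over 60% in size; plate controls were DMSO for no effect and NEM full inhibition control for full effect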
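USP2 core (20 nM final) was preincubated with compound for 30 min at RT in 20 mM Tris-HCl pH 8.0, 2 mM CaCl2, 2 mM beta-mercaptoethanol; Ub-PLA2 (20 nM) plus NBD C6-HPC (20 uM) then added, fluorescence read after 2.5 h.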
FLuc inh = inhibitors of firefly luciferase; P08659; purified firefly luciferase, luminescence, 8 min; Potency, µM (top dose mostly 57.1 µM), for the others: top-dose activity change, negative = inhibition, actives largely listed as inhibitors; 72,000 tested, 2.2% active; further: potency means the concentration at half of the fitted maximal effect; on the % scale 0 is the no-effect control and ±100 the full control effect; nearly all actives have a fitted effect of over 40% in size
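Compounds were tested as concentration series (qHTS) against purified P. pyralis luciferase with luciferin and 10 uM ATP in 50 mM imidazole pH 7.2, 50 mM KCl, 7 mM MgCl2, 0.01% Tween 20, 0.05% BSA. Luminescence was read after 8 min at ambient temperature.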
Caspase-7 inhib = caspase-7 (human) inhibition, allosteric or competitive. 75,000 tested, 0.02% active. AID 889. recombinant caspase-7, Ac-DEVD-AFC fluorescence rate. Potency, µM (titrated, usually from 57.5 µM), for the others: at the highest dose activity change, negative = inhibition, most hits filed as inhibitors. P55210; active means well fitted inhibition curve with a large enough effect in the main read-out, with a control signal flat, not every such curve was filed as active; inconclusive means small, poorly fitted or top-dose-only effect, or a change in a side signal; further: potency means the concentration at half of the fitted maximal effect; % of control where 0% means no effect
Target sequence (P55210 24-198 limits assumed): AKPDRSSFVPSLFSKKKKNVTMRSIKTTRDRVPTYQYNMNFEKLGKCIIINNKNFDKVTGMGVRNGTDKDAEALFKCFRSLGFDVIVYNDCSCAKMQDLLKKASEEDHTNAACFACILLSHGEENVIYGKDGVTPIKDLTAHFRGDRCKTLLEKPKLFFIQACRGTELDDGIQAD
Target sequence (P55210 207-303 limits assumed): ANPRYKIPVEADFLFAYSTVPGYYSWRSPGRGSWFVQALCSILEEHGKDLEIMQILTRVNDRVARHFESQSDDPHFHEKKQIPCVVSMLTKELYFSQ
HEK293 cAMP cs = raises cAMP in parental HEK293 cells, TSHR agonist counter-screen. parental HEK293 CNG cAMP sensor, membrane potential fluorescence. Potency, µM (doses to about 57.1 µM), inactives show at the top dose activation, most hits filed as activators. 73,000 tested, 2.5% active. AID 938; further: potency means the concentration at half of the fitted maximal effect; % of control where 0% means no effect; nearly all actives have a fitted effect of over 55% in size
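Parental HEK 293 cells stably expressing a cAMP-gated CNG channel were loaded with membrane potential dye containing 100 uM RO 20-1724 for 60 min. Compound added for 30 min; depolarization read as fluorescence intensity at 590 nm.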
Texas Red fluor = Texas Red region autofluorescence | max dye-equivalent concentration, M | Compound fluorescence, Texas Red channel, 547/618 nm; active compounds read high | 59,000 tested, 0.06% active | AID 587; in the data active means max dye-equivalent concentration above about 10 nM; inconclusive means between about 1.1 nM and that limit
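Compound fluorescence was read after 15 min at room temperature in 100 mM Tris, pH 8.0, using 547 nm excitation and 618 nm emission across a concentration series. It was expressed as Texas Red dye-equivalent concentration from an on-plate standard curve.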
Rhodamine fluor = rhodamine region autofluorescence; Rhodamine-region fluorescence, 547/598 nm, Tris buffer; active compounds read high; 59,000 tested, 0.05% active; max dye-equivalent concentration, M; in the data active means max dye-equivalent concentration above about 11 nM; inconclusive means between about 1.1 nM and that limit
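Compounds in 100 mM Tris buffer, pH 8.0, were incubated 15 min at room temperature, then read at 547 nm excitation and 598 nm emission. Fluorescence was normalized against a per-plate six-point rhodamine standard curve as dye-equivalent concentration.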
HADH2 inhib = HADH2 (human) dehydrogenase inhibition. recombinant HADH2, NADH fluorescence, beta-hydroxybutyryl-CoA. Potency, µM (series often up to 57.1 µM), without a hit: top-dose activity change, negative = inhibition, most hits filed as inhibitors. 73,000 tested, 3.4% active. AID 886; further: potency means the concentration at half of the fitted maximal effect; on the % scale 0 is the no-effect control and ±100 the full control effect; nearly all actives have a fitted effect of over 60% in size; many of its hits are not listed in these tables
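His-tagged recombinant enzyme from E. coli, 20 nM, preincubated 15 min RT with compound; reaction started with 1 mM NAD+ and 90 uM beta-hydroxybutyryl-CoA in 100 mM Tris-HCl pH 9.0. NADH fluorescence (ex 360/em 450) read over 4 min; last-minus-first difference.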
ERK AVP inh = vasopressin-driven ERK pathway inhibition. HEK293-V1b, vasopressin-stimulated pERK AlphaScreen. 72,000 tested, 0.99% active. Potency, µM (top dose mostly 57.5 µM), without a hit: top-dose activity, negative = inhibition, hits mostly inhibitors; further: potency means the concentration at half of the fitted maximal effect; on the % scale 0 is the no-effect control and ±100 the full control effect; nearly all actives have a fitted effect of over 55% in size
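qHTS, compounds titrated on V1b-expressing HEK293 cells. Preincubation 30 min at 37C, vasopressin 25 nM for 5 min, lysis 10 min, bead incubation 5 hr at room temperature.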
Tau fil binding = tau filament binding. P10636. recombinant tau filaments, thioflavin S fluorescence, 15 h; filaments grown with octadecylsulfate alongside compound. Potency, µM (highest dose often 57.1 µM), for the others: at the highest dose activity change, negative = inhibition. 71,000 tested, 2% active. AID 596;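 further: potency means the concentration at half of the fitted maximal effect; on the % scale 0 is the no-effect control and ±100 the full control effect; actives lower thioflavin S fluorescence by blocking filaments or displacing dye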
Target sequence (P10636 whole entry, looked up): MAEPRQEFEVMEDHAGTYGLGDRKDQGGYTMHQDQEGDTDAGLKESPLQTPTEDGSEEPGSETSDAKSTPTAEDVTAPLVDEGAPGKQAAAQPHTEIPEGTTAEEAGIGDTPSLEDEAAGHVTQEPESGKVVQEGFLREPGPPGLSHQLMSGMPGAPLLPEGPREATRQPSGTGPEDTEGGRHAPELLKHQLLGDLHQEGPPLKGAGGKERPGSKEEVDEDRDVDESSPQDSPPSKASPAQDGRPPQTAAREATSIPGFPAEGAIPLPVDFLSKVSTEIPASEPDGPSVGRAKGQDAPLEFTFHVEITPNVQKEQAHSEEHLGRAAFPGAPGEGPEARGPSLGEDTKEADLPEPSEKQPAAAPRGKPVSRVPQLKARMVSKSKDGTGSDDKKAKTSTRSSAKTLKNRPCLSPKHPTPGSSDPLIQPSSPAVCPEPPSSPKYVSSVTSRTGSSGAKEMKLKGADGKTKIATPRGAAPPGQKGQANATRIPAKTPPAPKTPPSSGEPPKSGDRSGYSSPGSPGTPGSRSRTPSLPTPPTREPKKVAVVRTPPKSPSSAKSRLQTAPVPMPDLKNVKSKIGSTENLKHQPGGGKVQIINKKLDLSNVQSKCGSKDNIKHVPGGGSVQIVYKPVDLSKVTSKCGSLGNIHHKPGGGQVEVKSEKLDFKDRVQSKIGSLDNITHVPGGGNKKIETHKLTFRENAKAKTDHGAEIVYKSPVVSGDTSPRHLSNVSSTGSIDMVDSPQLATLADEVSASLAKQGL
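His-tagged recombinant human tau (exons 2, 3, 10; 1 uM final) fibrillized with 30 uM sodium octadecylsulfate, 15 h at 37 C, in pH 7.4 HEPES buffer with 10 uM thioflavine S and 5 mM DTT. Reduced ThS fluorescence (450/510 nm) marks activity.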
Fluorescein autfl = fluorescein region autofluorescence | Compound autofluorescence, 480/540 nm, fluorescein-equivalent; active compounds read high | max fluorescein-equivalent concentration, M | 59,000 tested, 0.91% active | AID 593; in the data active means max fluorescein-equivalent concentration above about 10 nM; inconclusive means between about 1.1 nM and that limit
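Library compounds, added at multiple concentrations to pH 8.0 Tris buffer (100 mM), incubate 15 min at room temperature before CCD imaging at 480 nm excitation and 540 nm emission.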
Casp1 inh = caspase-1 (human) inhibition, allosteric or competitive. P29466. Potency, µM (doses to about 57.5 µM), without a hit: top-dose activity change, negative = inhibition, hits mostly inhibitors. 75,000 tested, 0.03% active. Caspase-1 enzyme, Ac-WEHD-AFC fluorogenic rate;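 further: potency means the concentration at half of the fitted maximal effect; plate controls were vehicle for no effect and no substrate for full effect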
An asterisk follows results filed as active; i = inactive; ? = inconclusive; / = not tested or not shown; & = joins results of further samples; [ ] = remark or other dose. Unless noted, the call rests on the fitted dose curve; in most records, active means well fitted curve in the direction sought with a large enough effect; inconclusive means small, poorly fitted or top-dose-only effect, or another doubt; inactive means no such curve, though single readings can be large; an effect the other way counts as inactive or inconclusive. This is a subset; rates above refer to the full screens.

entry	Molecule	Texas Red fluor	Tau fil binding	HADH2 inhib	HEK293 cAMP cs	Caspase-7 inhib	Casp1 inh	USP2a inh	FLuc inh	Rhodamine fluor	ERK AVP inh	Fluorescein autfl
1	CCN(c1ccccc1)c1nc2ccsc2c(=O)s1	i	0%	-28%	?	-10%	-12%	-11%	-2%	i	4%	i
2	O=C(O)CCNc1ncnc2nc[nH]c12	i	-1%[11.4 µM]	4%[11.4 µM]	6%[11.4 µM]	-1%[11.5 µM]	-1%[11.5 µM]	/	-1%[11.4 µM]	i	-8%[11.5 µM]	i
3	CC(C)(C)OC(=O)N1CCC(C(=O)N2CCC[C@H]2C(=O)O)CC1	?	39%	9%	1%	-1%	2%	-1%	2%	i	0%	i
4	CCCS(=O)(=O)N1CCCC(C(=O)NC2CCCC(C)C2C)C1 (configuration not stated)	i	-3%	7%	25%	3%	-1%	9%	2%	i	6%	i
5	CCOC(=O)c1c(C)oc2ccc(OCC(=O)N(CC)CC)cc12	?	-4%	-5%	?	-1%	-1%	-1%	-3%	i	-4%	?
6	Cc1ccc(NC(=O)c2cc(NC(=O)c3ccco3)ccc2N2CCCCC2)cc1	/	112%	-14%	20%	1%	-4%	20%	-1%	/	7%	/
7	CCOC(=O)CN1CC23C=CC(O2)C(C(=O)Nc2ccc(F)c(C)c2)C3C1=O (configuration not stated)	i	-20%	-2%	2%	1%	0%	-2%	2%	i	-6%	i
8	Cc1cccc(NC(=O)CSc2nnc(-c3ccccc3Br)o2)c1C	?	6%	-23%	?	1%	-3%	/	1%	i	-3%	i
9	CCOC(=O)c1cccc(NC(=O)C(NS(=O)(=O)c2ccc3c(c2)CCN3C(C)=O)C(C)C)c1 (configuration not stated)	?	-7%	1%	4%	-1%	0%	10%	4%	i	1%	i
10	O=C(CCN1C(=O)COc2ccccc21)NCc1cccnc1	i	2%	1%	0%	0%	-1%	3%	0%	i	-3%	i
11	CCn1nccc1C(=O)Nc1ccc(Cl)cc1Cl	i	-12%	1%	15%	-1%	-2%	-7%	-1%	i	23%	i
12	O=C(Nc1ccc(Cl)cc1C(=O)NCCN1CCOCC1)c1ccco1	?	-13%	-9%	2%	0%	-1%	3%	0%	i	-20%	?
13	O=C1CC(c2ccco2)c2ccc3ccccc3c2N1 (configuration not stated)	i	6%	7%	22%	-2%	-5%	1%	-1%	i	36%	i
14	CN(C)S(=O)(=O)c1ccc(S(=O)(=O)N(Cc2ccco2)Cc2ccccc2Cl)cc1	i	75%	15%	13µM*	1%	-3%	-3%	2%	i	3%	?
15	Oc1cc2c(cc1O)[C@H](c1ccccc1)CNCC2	i	?	?	9%&8%	1%&1%	2%&-3%	-17%&-1%	?	i	-19%&-8%	?
16	O=C(c1cccc(F)c1)N1CCN(c2cccc(Cl)c2)CC1	?	3%	7%	13%	-1%	-2%	5%	-2%	i	10%	i
17	Cn1nc(C(=O)NCc2ccccc2)c2ccccc2c1=O	i	8%	2%	23%	-2%	-2%	2%	8%	i	-24%	i
18	CCOc1ccc(Nc2nc(Cc3nnc(SCC(=O)NCc4ccco4)n3CC)cs2)cc1	?	-8%	-12%	1%	-5%	-3%	257%[activator]	-3%	i	-6%	i
19	O=C1c2ccccc2CCC1C(O)c1ccccn1 (configuration not stated)	i	-1%	-2%	6%	-2%	1%	-8%	-19%	i	-21%	i
20	COc1ccc(-c2noc(Cc3ccc(Cl)cc3)n2)cc1OC	/	88%	10%	29%	-5%	-2%	/	1%	/	94%[activator]	/
21	CC1(C)C(=O)C2(CCCCC2)C(=O)OC1c1ccc(O)cc1 (configuration not stated)	i	-8%	?	2%	-1%	1%	8%	-7%	i	-17%	i
22	COC(=O)c1ccc(Cn2c(CN3CCOCC3)nc3ccccc3c2=O)o1	i	2%	5%	15%	1%	1%	-6%	4%	i	37%	i
23	Cc1cccc(-n2c(SCC(=O)N3CCCC3)nnc2-c2ccccn2)c1C	i	2%	5%	-1%	-1%	0%	26%	-1%	i	3%	i
24	CCn1cc(C(=O)N2CC(C)CC(C)C2)c(=O)c2cc(S(=O)(=O)N(C)C)ccc21 (configuration not stated)	/	-9%	-10%	?	-1%	0%	/	1%	/	-5%	/

A second format for part of the listing above.
15) Oc1cc2c(cc1O)[C@H](c1ccccc1)CNCC2
16) O=C(c1cccc(F)c1)N1CCN(c2cccc(Cl)c2)CC1
17) Cn1nc(C(=O)NCc2ccccc2)c2ccccc2c1=O
18) CCOc1ccc(Nc2nc(Cc3nnc(SCC(=O)NCc4ccco4)n3CC)cs2)cc1
19) O=C1c2ccccc2CCC1C(O)c1ccccn1 (configuration not stated)

assay / entry	15	16	17	18	19
Texas Red fluor	i	?	i	?	i
Tau fil binding	?	3%	8%	-8%	-1%
HADH2 inhib	?	7%	2%	-12%	-2%
HEK293 cAMP cs	9%&8%	13%	23%	1%	6%
Caspase-7 inhib	1%&1%	-1%	-2%	-5%	-2%
Casp1 inh	2%&-3%	-2%	-2%	-3%	1%
USP2a inh	-17%&-1%	5%	2%	257%[activator]	-8%
FLuc inh	?	-2%	8%	-3%	-19%
Rhodamine fluor	i	i	i	i	i
ERK AVP inh	-19%&-8%	10%	-24%	-6%	-21%
Fluorescein autfl	?	i	i	i	i

Other structures follow.
entry	Molecule	Texas Red fluor	Tau fil binding	HADH2 inhib	HEK293 cAMP cs	Caspase-7 inhib	Casp1 inh	USP2a inh	FLuc inh	Rhodamine fluor	ERK AVP inh	Fluorescein autfl
25	N#Cc1ccc(CN2CC[C@@]3(CCCN(C(=O)c4cnccn4)C3)C2)cc1	i	5%	1%	7%	-2%	-2%	2%	1%[11.4 µM]	i	0%	i
26	C=CCn1c(=O)n(CC=C)c(=O)n(CC=C)c1=O	/	10%	-4%	-3%	-2%	-3%	/	/	/	7%	/
27	Cc1ccc2cc(C(c3nnnn3CC3CCCO3)N3CCCC4(CCCCC4)C3)c(=O)[nH]c2c1 (configuration not stated)	i	8%	1%	20%	-10%	-11%	46%[activator]	-5%	i	-2%	i
28	COc1cccc(CNC(=O)C2CCN(S(=O)(=O)N3CCCCC3)CC2)c1	i	11%	?	-5%	0%	-1%	7%	1%	i	0%	i
29	CC(C)CC1(C)NC(=O)N(CCN2C(=O)c3ccccc3C2=O)C1=O (configuration not stated)	?	-1%	-7%	-1%	4%	5%	-16%	1%	i	-7%	?
30	COCCCNC(=O)c1ccc(CS(=O)(=O)c2ccc(Br)cc2)o1	/	12%	9%	11%	-2%	-2%	/	-1%	/	-24%	/
31	CCCOC(=O)c1ccc2c(c1)C(=O)N(c1ccccc1)C2=O	i	-23%	3%	-13%	2%	1%	0%	3%	i	-7%	i
32	O=C(CSc1nnc(CNC(=O)c2ccccc2F)o1)Nc1ccc2c(c1)OCCO2	i	9%	-13%	-7%	0%	2%	-2%	-15%	i	-7%	i
33	Cc1cc(Nc2ccc(F)c(Cl)c2)n2nc(C)nc2n1	/	3%	20%	6%	-2%	-5%	/	3%	/	-11%	/
34	CCCc1cc(N2CCCC(C(=O)NCC)C2)n2ncnc2n1 (configuration not stated)	?	4%	-10%	-10%	0%	1%	-3%	2%	i	-1%	i
35	C[C@@H]1CCCN(CP(=O)(c2ccccc2)c2ccccc2)C1	i	2%[11.4 µM]	6%[11.4 µM]	27%[11.4 µM]	0%[11.5 µM]	-1%[11.5 µM]	/	2%[11.4 µM]	i	-9%[11.5 µM]	?
36	CC(=O)c1ccc(OCC(O)CN2CCN(Cc3ccccc3)CC2)cc1 (configuration not stated)	/	12%	-4%	4%	0%	0%	/	1%	/	-11%	/
37	O=C(NC(C(=O)c1ccccc1)N1CCOCC1)c1cccs1 (configuration not stated)	i	1%	4%	1%	-1%	1%	-7%	2%	i	-7%	i
38	COc1ccc(C(=O)O)cc1S(=O)(=O)NCCCN1CCCC1=O	i	4%	-2%	2%	1%	0%	-3%	3%	i	-9%	i
39	CCc1nc(CNC(=O)c2cc(OC)c(OC)c(OC)c2)no1	i	11%	5%	5%	-1%	1%	-2%	-8%	i	-2%	?
40	O=C(NCc1ccco1)c1cc(-c2ccc(F)cc2)on1	i	-7%	-2%	5%	-1%	0%	-2%	-8%	i	?	i
41	CC(C)OCCCNC(=O)C1CC(=O)N(C2CCCCCCC2)C1 (configuration not stated)	i	-8%	-4%	13%	-2%	-1%	7%	2%	i	4%	i
42	COc1cc2[nH]c(=O)n(CCC(=O)NCc3cccnc3)c(=O)c2cc1OC	i	-3%	-20%	-2%	-2%	3%	-3%	2%	i	-23%	i
